MazEF act – activators of E. coli MazEF toxin-antitoxin RNase | P0AE70 | FAM/BHQ RNA-DNA oligo cleavage fluorescence, 5 h | activation, % at 20 µM | 350,000 compounds, 0.32% hits; in the data active = activation above about 50%
Target sequence (P0AE70 whole entry, looked up): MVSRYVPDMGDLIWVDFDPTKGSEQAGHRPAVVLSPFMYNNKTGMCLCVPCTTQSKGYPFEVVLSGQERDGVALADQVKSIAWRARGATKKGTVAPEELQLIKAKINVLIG
BoNT-F LC inh – BoNT F light chain protease inhibition; Multiplex microsphere protease cleavage assay, flow cytometry; inhibition, % at 10 µM; 360,000 compounds, 0.22% hits; in the data active = inhibition above about 35%, passing the limit was not always enough; inconclusive = no clear call, values can overlap the other calls; note: plate controls were buffer without enzyme for full effect and enzyme alone for no effect
Mtb UGM inh – inhibitors of M. tuberculosis UDP-galactopyranose mutase. P9WIQ1. purified UGM, fluorescence polarization probe displacement. inhibition, % at 10 µM. 320,000 compounds, 0.06% hits. AID 504406; in the data active = inhibition above about 10%, passing the limit was not always enough; inconclusive = no clear call, values can overlap the other calls
FadD28 FP inh – inhibitors of Mycobacterium tuberculosis FadD28 bisubstrate binding; FadD28 bisubstrate probe binding, fluorescence polarization; inhibition, % at 12.5 µM; 360,000 compounds, 0.22% hits; AID 588549; in the data active = inhibition above about 8.5%, passing the limit was not always enough; inconclusive = no clear call, values can overlap the other calls
BioA inh – blocks M. tuberculosis BioA enzyme activity; purified M. tuberculosis BioA enzyme, plate reader; inhibition, % at 9.99 µM; 360,000 compounds, 0.096% hits; AID 602481; in the data active = inhibition above about 40%; inconclusive = no clear call, values can overlap the other calls
FBA Mtb inh – Mtb fructose-bisphosphate aldolase inhibition | P9WQA3 | purified M. tuberculosis FBA, fluorescence read-out | inhibition, % at 1 µM | 360,000 compounds, 2.3% hits | AID 588726; in the data active = inhibition above about 27%;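 note: 0% = vehicle and 100% = reference inhibitor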
Target sequence (P9WQA3 whole entry, looked up): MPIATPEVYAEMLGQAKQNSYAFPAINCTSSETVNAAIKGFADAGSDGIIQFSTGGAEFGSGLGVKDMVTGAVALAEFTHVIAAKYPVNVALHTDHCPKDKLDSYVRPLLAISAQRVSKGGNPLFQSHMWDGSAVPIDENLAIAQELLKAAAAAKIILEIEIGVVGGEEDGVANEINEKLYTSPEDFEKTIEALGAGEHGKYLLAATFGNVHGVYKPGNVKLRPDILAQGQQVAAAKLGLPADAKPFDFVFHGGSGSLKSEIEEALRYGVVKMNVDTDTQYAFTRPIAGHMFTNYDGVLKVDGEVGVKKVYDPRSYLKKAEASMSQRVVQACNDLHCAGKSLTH
PrPC surface inh – cell surface PrPC inhibition, primary TR-FRET screen; P04156; TR-FRET read-out; inhibition, % at 13.8 µM; 370,000 compounds, 0.43% hits; AID 720596; in the data active = inhibition above about 24%; note: 0% = median of the test wells and 100% = reference compound wells
GDH-TPI counter – inhibits GDH-TPI coupling enzymes, artifact for Mtb FBA screen. GDH-TPI coupled enzyme counterscreen, NADH absorbance. inhibition, % at 4.8 µM. 360,000 compounds, 1.2% hits. AID 588335; in the data active = inhibition above about 30%;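 note: 0% = DMSO wells and 100% = wells lacking the enzyme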
Rv3671c inh – inhibits the M. tuberculosis serine protease Rv3671c | 320,000 compounds, 0.048% hits | inhibition, % at 5.96 µM | P9WHR9 | AID 2606; in the data active = inhibition above about 38%;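 note: extracellular domain of Rv3671c used as enzyme; 0% = enzyme with DMSO and 100% = no enzyme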
Target sequence (P9WHR9 whole entry, looked up, the tested form may be a part): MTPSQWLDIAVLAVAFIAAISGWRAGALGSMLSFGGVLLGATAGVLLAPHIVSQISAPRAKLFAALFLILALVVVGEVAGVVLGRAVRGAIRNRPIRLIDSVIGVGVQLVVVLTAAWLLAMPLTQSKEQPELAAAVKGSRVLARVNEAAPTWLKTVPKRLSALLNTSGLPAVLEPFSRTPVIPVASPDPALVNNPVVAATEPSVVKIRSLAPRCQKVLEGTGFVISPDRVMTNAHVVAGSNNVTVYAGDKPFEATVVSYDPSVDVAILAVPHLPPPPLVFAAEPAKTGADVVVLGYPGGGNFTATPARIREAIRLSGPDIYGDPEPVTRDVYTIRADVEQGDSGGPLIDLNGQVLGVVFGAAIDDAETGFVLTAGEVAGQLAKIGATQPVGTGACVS
The depositor's hits bear a star; ? = inconclusive; . = not tested or not shown.

The line under a structure holds: MazEF act	BoNT-F LC inh	Mtb UGM inh	FadD28 FP inh	BioA inh	FBA Mtb inh	PrPC surface inh	GDH-TPI counter	Rv3671c inh
1	Cc1ccc(Nc2nnc(SCC(O)=C(C#N)c3nc4ccccc4[nH]3)s2)c(C)c1
  -24	-6	.	-3.2	.	2	2	16	.
2	CC(=O)N1CCN(C(=S)Nc2cc(S(=O)(=O)N3CCOCC3)ccc2Cl)CC1
  7	-3	1.0	-1.1	.	0	11	3	-3
3	Cc1nc2ccc([N+](=O)[O-])cc2c(=O)n1Cc1ccc([N+](=O)[O-])cc1
  15	-2	-3.3	-3.9	5.8	-2	-39	-1	4
4	COc1cccc(Cn2cc(C(=O)NCCN(C)C)nn2)c1
  6	-3	-1.4	-5.4	.	-6	1	-11	3
5	COc1cc(OC)nc(Oc2ccc(NC(C)=O)cc2)n1
  8	1	2.6	-2.7	.	-2	-2	-6	-1
6	COc1ccc(NC(=O)c2cc(-c3cc(F)ccc3OCC3CCCO3)n[nH]2)c(C)c1 (stereo not given)
  .	-3	.	-2.8	-1.2	0	14	6	.
7	Cc1nc(NC(=O)CCN2C(=O)C3CC=CCC3C2=O)sc1C (stereo not given)
  1	6	-0.7	-3.7	-2.6	0	4	-16	-4
8	CCn1c(C(=O)N2CCC(C(=O)NCc3ccc4c(c3)OCO4)CC2)cc2sccc21
  2	-6	.	-4.2	-0.5	-1	4	9	.
9	O=C(CSc1ccccc1)Nc1cc(Cl)ccc1Oc1ccccc1
  -7	-4	-0.3	-3.6	5.1	-3	5	-4	1
10	CC(=O)Nc1ccc(SCC(=O)OCC(=O)NC(=O)NCCC(C)C)cc1
  8	2	-0.8	0.3	.	-1	-6	2	0
11	COc1ccc2c(c1)-c1nc(N)sc1CC2
  -20	0	-2.9	0.0	.	9	1	0	1
12	COc1ccc(Nc2nc(-c3ccccc3)nc3ccccc23)cc1S(=O)(=O)N1CCOCC1
  -4	-10	0.0	-0.7	-1.5	7	-8	40*	-107
13	CCn1c(CSc2nnc(-c3ccc4c(c3)OCO4)o2)nc2cc(S(=O)(=O)N(C)C)ccc21
  1	-5	-2.4	0.4	-0.1	1	4	-5	4
14	NC(=O)c1cc2ccccc2o/c1=N\NC(=O)c1ccncc1
  2	-2	-1.8	-4.9	-2.2	-7	-14	0	-14
15	CC(NNC(=S)N1CCCCCC1)c1ccc2ccccc2n1 (stereo not given)
  .	-39	.	-2.1	.	1	10	.	.
16	CC(C)(C)n1nnnc1C(c1ccc(F)cc1)N1CCC(C(N)=O)CC1 (stereo not given)
  9	-11	0.1	0.3	.	1	9	3	7
17	CC(C)(C)NC(=O)CCc1nnc(Cc2c[nH]c3ccccc23)o1
  0	4	4.7	-1.2	.	-4	1	10	-2
18	CC1=C(C(=O)N(C)C)CC(CC(=O)NC2CCCCC2)C(=O)N1CCC1=CCCCC1 (stereo not given)
  8	2	.	-2.8	-0.2	-2	7	-2	.
19	COc1cccc(C(=O)Nc2ccc(-c3nc4ccccc4o3)c(O)c2)c1
  3	4	0.2	0.3	0.2	43*	-2	33*	-43
20	Cc1nc(C)c(C(=O)OCC(=O)Nc2ccccc2SCC#N)s1
  -48	-9	-2.2	-3.7	0.5	-1	3	2	-6
21	NS(=O)(=O)c1ccc(CNS(=O)(=O)c2ccc3c(c2)OCCO3)cc1
  7	-4	-1.8	-1.6	-0.5	4	-5	6	-5
22	CC(=O)N1CCN(S(=O)(=O)c2cccc(C(=O)NNC(=O)Cn3ccc(C(F)(F)F)n3)c2)CC1
  2	-1	-1.2	-1.6	.	-1	1	-7	7
23	O=C(COC(=O)CC1CC2CCC1C2)Nc1c(F)cccc1F (stereo not given)
  13	1	-1.3	1.1	.	3	0	-4	-6
24	O=C(CCc1ccc(F)c(F)c1)NC1CCCN(Cc2ccc(Cl)cc2)C1 (stereo not given)
  -11	-21	-0.2	-1.5	-0.2	0	-7	0	7
25	O=C(CCc1ccccc1)NNC(=O)Nc1ccc(Br)cc1
  5	-27	-0.3	1.1	-0.4	4	0	6	1
26	CCCNc1oc(-c2cccc3ccccc23)nc1C#N
  -9	-8	0.8	-1.4	-0.6	148*	-5	20	11
27	COc1ccc(NC(=O)CSc2nncc(=O)n2N)cc1OC
  2	.	1.2	0.7	-0.5	1	-3	5	-2
28	Cc1csc(NC(=O)CSCc2c(C)noc2C)n1
  3	1	1.5	-3.7	-1.2	-1	-1	-3	6
29	COc1ccc2c([N+](=O)[O-])c(Cl)[nH]c2c1
  11	-15	-1.8	1.2	.	3	-8	11	-5
30	CC(=O)C(C(c1ccccc1)N1CCCc2ccccc21)N1CCOCC1 (stereo not given)
  4	-2	.	-1.5	-1.3	-2	0	9	.
31	NNc1nc2ccccc2c(=O)n1Cc1ccccc1
  2	-4	3.6	0.1	-1.1	25	1	0	-1
32	CCOC(=O)CSc1[nH]c2cc(OC)ccc2c1[N+](=O)[O-]
  -1	0	2.3	-2.1	.	0	-2	11	-1
33	CC1(C)C(=O)Nc2ccccc2N1C(=O)COC(=O)C1CCCCC1
  -4	-4	-0.3	-3.3	-0.4	0	8	3	2
34	CCCCc1nc2cc(C(=O)N3CCNC(=O)C3CC(=O)OC)ccc2o1 (stereo not given)
  7	8	-2.7	-0.9	-0.2	1	3	-6	-5
35	COC(=O)CCNC(=O)Cc1ccc(S(=O)(=O)N2CCCCC2)s1
  5	-1	.	1.3	-1.1	0	-3	8	.
36	CNC(=O)c1c(O)c2cccc3c2n(c1=O)CCC3
  0	?	-1.8	-0.6	-1.1	2	-2	5	.
37	CSc1ccccc1NC(=O)CSCc1ccccc1Br
  0	5	0.4	-1.2	4.7	1	-1	17	-2
38	Nc1c(C(=O)NCc2ccco2)nnn1-c1ccccc1
  7	4	1.7	-4.6	-1.1	1	3	-2	-7
39	O=C(O)C(Cc1ccccc1)N1C(=O)C=CC1=O (stereo not given)
  0	5	.	-1.0	.	0	6	-6	.
40	Cc1ccccc1NC(=S)NC(=O)CCc1ccccc1
  3	-3	4.9	-4.9	2.1	0	10	-7	-4

Reformatted: entries from further up
| no. | SMILES | MazEF act | BoNT-F LC inh | Mtb UGM inh | FadD28 FP inh | BioA inh | FBA Mtb inh | PrPC surface inh | GDH-TPI counter | Rv3671c inh |
| --- | --- | --- | --- | --- | --- | --- | --- | --- | --- | --- |
| 19 | COc1cccc(C(=O)Nc2ccc(-c3nc4ccccc4o3)c(O)c2)c1 | 3 | 4 | 0.2 | 0.3 | 0.2 | 43* | -2 | 33* | -43 |
| 20 | Cc1nc(C)c(C(=O)OCC(=O)Nc2ccccc2SCC#N)s1 | -48 | -9 | -2.2 | -3.7 | 0.5 | -1 | 3 | 2 | -6 |
| 21 | NS(=O)(=O)c1ccc(CNS(=O)(=O)c2ccc3c(c2)OCCO3)cc1 | 7 | -4 | -1.8 | -1.6 | -0.5 | 4 | -5 | 6 | -5 |
| 22 | CC(=O)N1CCN(S(=O)(=O)c2cccc(C(=O)NNC(=O)Cn3ccc(C(F)(F)F)n3)c2)CC1 | 2 | -1 | -1.2 | -1.6 | . | -1 | 1 | -7 | 7 |
| 23 | O=C(COC(=O)CC1CC2CCC1C2)Nc1c(F)cccc1F (stereo not given) | 13 | 1 | -1.3 | 1.1 | . | 3 | 0 | -4 | -6 |
| 24 | O=C(CCc1ccc(F)c(F)c1)NC1CCCN(Cc2ccc(Cl)cc2)C1 (stereo not given) | -11 | -21 | -0.2 | -1.5 | -0.2 | 0 | -7 | 0 | 7 |
| 25 | O=C(CCc1ccccc1)NNC(=O)Nc1ccc(Br)cc1 | 5 | -27 | -0.3 | 1.1 | -0.4 | 4 | 0 | 6 | 1 |
| 26 | CCCNc1oc(-c2cccc3ccccc23)nc1C#N | -9 | -8 | 0.8 | -1.4 | -0.6 | 148* | -5 | 20 | 11 |
| 27 | COc1ccc(NC(=O)CSc2nncc(=O)n2N)cc1OC | 2 | . | 1.2 | 0.7 | -0.5 | 1 | -3 | 5 | -2 |
| 28 | Cc1csc(NC(=O)CSCc2c(C)noc2C)n1 | 3 | 1 | 1.5 | -3.7 | -1.2 | -1 | -1 | -3 | 6 |
| 29 | COc1ccc2c([N+](=O)[O-])c(Cl)[nH]c2c1 | 11 | -15 | -1.8 | 1.2 | . | 3 | -8 | 11 | -5 |
| 30 | CC(=O)C(C(c1ccccc1)N1CCCc2ccccc21)N1CCOCC1 (stereo not given) | 4 | -2 | . | -1.5 | -1.3 | -2 | 0 | 9 | . |
| 31 | NNc1nc2ccccc2c(=O)n1Cc1ccccc1 | 2 | -4 | 3.6 | 0.1 | -1.1 | 25 | 1 | 0 | -1 |
| 32 | CCOC(=O)CSc1[nH]c2cc(OC)ccc2c1[N+](=O)[O-] | -1 | 0 | 2.3 | -2.1 | . | 0 | -2 | 11 | -1 |
| 33 | CC1(C)C(=O)Nc2ccccc2N1C(=O)COC(=O)C1CCCCC1 | -4 | -4 | -0.3 | -3.3 | -0.4 | 0 | 8 | 3 | 2 |
| 34 | CCCCc1nc2cc(C(=O)N3CCNC(=O)C3CC(=O)OC)ccc2o1 (stereo not given) | 7 | 8 | -2.7 | -0.9 | -0.2 | 1 | 3 | -6 | -5 |
| 35 | COC(=O)CCNC(=O)Cc1ccc(S(=O)(=O)N2CCCCC2)s1 | 5 | -1 | . | 1.3 | -1.1 | 0 | -3 | 8 | . |
| 36 | CNC(=O)c1c(O)c2cccc3c2n(c1=O)CCC3 | 0 | ? | -1.8 | -0.6 | -1.1 | 2 | -2 | 5 | . |
| 37 | CSc1ccccc1NC(=O)CSCc1ccccc1Br | 0 | 5 | 0.4 | -1.2 | 4.7 | 1 | -1 | 17 | -2 |

(more compounds)
The line under a structure holds: MazEF act	BoNT-F LC inh	Mtb UGM inh	FadD28 FP inh	BioA inh	FBA Mtb inh	PrPC surface inh	GDH-TPI counter	Rv3671c inh
41	COc1ccc(N2CCN(C(=O)c3ccc(COc4ccc5c(C)cc(=O)oc5c4)cc3)CC2)cc1
  -8	-4	-0.2	0.7	.	2	3	12	5
42	CCCN(CCC)Cc1c(C(=O)N/N=C/c2ccc(Br)cc2)nnn1-c1nonc1N
  -1	-3	1.2	-14	8.8	-2	8	-1	-26
43	CC(C)CNC(=O)COc1cccc(C(=O)NCc2ccccc2)c1
  0	5	2.9	-0.8	.	-5	-4	6	-10
44	O=S(=O)(Nc1nc2ccccc2nc1NCCN1CCOCC1)c1cccc(Cl)c1
  -2	1	0.9	-2.2	.	2	4	24	1
45	COc1ccc(CCNC(=O)CCNC(=O)c2ccc(Br)cc2)cc1OC
  2	2	-1.8	0.1	.	0	-2	8	5
46	CC1CCN(S(=O)(=O)c2cn(CC(=O)Nc3cccc(C#N)c3)cn2)CC1
  -11	-2	0.9	-0.5	-3.7	39*	8	17	3
47	CCN(C(=O)CCc1nnc2ccc(NCc3ccco3)nn12)c1ccccc1
  -2	2	-0.7	-0.7	-1.7	-3	-5	1	-6
48	NC(Cc1c[nH]c2ccc(OCc3ccccc3)cc12)C(=O)O (stereo not given)
  -3	25	-2.2	-4.1	-0.3	0	1	-7	-7
49	COc1ccc(C(=O)c2ccc(OC)cc2O)c(O)c1
  -5	?	-1.6	-3.5	-0.1	-2	-3	14	-7
50	Cc1ccc(NC(=O)c2cnc(N3CCN(c4ccccn4)CC3)c3ccccc23)c(Br)c1
  6	3	3.2	1.0	.	14	7	4	-15
51	Cc1cc(C)nc(NS(=O)(=O)c2ccc(NCN3C(=O)c4ccccc4C3=O)cc2)n1
  -3	-8	.	-2.0	-0.1	-2	-2	-2	.
52	Cc1nc(Sc2nnnn2C)c2c3c(sc2n1)CCC3
  32	-4	-3.5	-1.6	0.0	4	-5	1	6
